Tat export inh: inhibitors of E. coli Tat protein transport. inhibition, % at 10 µM. 0.036% of 340,000 active. E. coli MC4100 TorA-mCherry Tat export, fluorescence;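 active = mean replicate inhibition at least 50% and at least half of replicates individually reaching 50%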;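 note: exported cargo escapes ClpAP degradation while cytoplasmic cargo is degraded and loses fluorescence; 0% = median of neutral control wells and 100% = median of NaSCN control wells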
PKA-R2B activ: activators of human PKA-R2B complex. PKA-R2B holoenzyme dissociation, Cy5-IP20 fluorescence polarization; R2B truncated from residue 108, S112A mutant; 0% DMSO only, 100% 113 µM cGMP. activation, % at 11.4 µM. P22694+P31323. 0.079% of 340,000 active;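 active = activation above a cutoff set at the mean over all compounds plus 3 SD, cut at about 18% in these data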;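 note: higher means more holoenzyme dissociation and a rise in polarization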
Target sequence (P31323 whole entry, looked up, other chains not shown, the tested form may be a part): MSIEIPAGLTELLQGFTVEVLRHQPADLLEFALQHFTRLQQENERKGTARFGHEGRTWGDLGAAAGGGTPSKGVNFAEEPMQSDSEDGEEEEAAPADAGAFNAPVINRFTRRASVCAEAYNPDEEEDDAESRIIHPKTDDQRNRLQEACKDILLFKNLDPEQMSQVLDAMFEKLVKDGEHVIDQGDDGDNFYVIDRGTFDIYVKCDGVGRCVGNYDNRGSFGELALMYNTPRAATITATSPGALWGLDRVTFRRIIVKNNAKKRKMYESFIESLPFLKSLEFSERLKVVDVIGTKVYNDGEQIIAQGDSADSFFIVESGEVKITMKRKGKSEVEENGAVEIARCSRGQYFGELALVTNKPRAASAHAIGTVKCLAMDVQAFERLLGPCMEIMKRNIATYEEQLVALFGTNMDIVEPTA
phage Ecoli inh: E. coli growth loss with phage present; growth absorbance; inhibition, % at 11.9 µM; 0.26% of 360,000 active; in the data active = inhibition above about 11%
HTR5A ag ctr: HTR5A agonism, opioid heterodimer counter-screen; HTR5A agonist assay, luminescence, cell-based; P47898; activation, % at 9.3 µM; 0.61% of 340,000 active; in the data active = activation mostly above about 9.5%, no sharp cut-off; inactive = mostly below about 7.6%;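 note: 0% = cells with vehicle only and 100% = reference agonist; strong numbers were not always called active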
AddAB inh: less growth of phage-infected E. coli with AddAB | E. coli expressing H. pylori AddAB, absorbance growth | inhibition, % at 11.9 µM | 0.29% of 330,000 active; in the data active = inhibition above about 12%;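 note: 0% = vehicle wells of infected cells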
DAGLB inh: diacylglycerol lipase beta (human) inhibition | AID 504411 | 0.059% of 340,000 active | inhibition, % at 5.17 µM | HEK293T DAGLB membrane lysate, EnzChek fluorogenic substrate | Q8NCG7; in the data active = inhibition above about 34%;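 note: 0% = enzyme with vehicle and 100% = wells lacking enzyme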
CDK5 p35 inh: inhibitors of human CDK5/p35 kinase | Q00535+Q15078 | Recombinant CDK5/p35, ADP-Glo luminescence, 60 min | inhibition, % at 10 µM | 0.01% of 330,000 active | AID 488839;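 active = highest replicate inhibition of at least 50% and at least 75% of replicates reaching 50%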;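 note: plate controls were DMSO neutral control for no effect and GW8510 at 10 µM for full effect; many of its hits are not listed in these tables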
Target sequence (Q00535 whole entry, looked up): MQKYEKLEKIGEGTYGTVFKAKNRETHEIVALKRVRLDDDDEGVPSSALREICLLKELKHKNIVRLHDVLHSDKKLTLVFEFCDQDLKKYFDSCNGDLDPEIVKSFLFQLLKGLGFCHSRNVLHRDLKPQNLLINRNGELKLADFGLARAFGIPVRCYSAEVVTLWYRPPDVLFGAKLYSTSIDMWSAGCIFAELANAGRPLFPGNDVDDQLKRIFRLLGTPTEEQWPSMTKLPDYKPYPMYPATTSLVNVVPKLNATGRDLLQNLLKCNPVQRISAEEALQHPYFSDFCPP
Target sequence (Q15078 whole entry, looked up): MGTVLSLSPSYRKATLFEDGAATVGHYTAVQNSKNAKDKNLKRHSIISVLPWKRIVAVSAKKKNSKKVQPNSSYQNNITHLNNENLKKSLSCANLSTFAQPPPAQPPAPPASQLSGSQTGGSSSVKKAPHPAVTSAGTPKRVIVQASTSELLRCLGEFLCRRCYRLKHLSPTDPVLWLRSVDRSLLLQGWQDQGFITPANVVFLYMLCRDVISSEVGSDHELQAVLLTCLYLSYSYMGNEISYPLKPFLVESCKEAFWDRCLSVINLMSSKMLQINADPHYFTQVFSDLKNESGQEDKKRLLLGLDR
E coli growth: counter-screen for AddAB inhibitors: E. coli growth inhibition; E. coli V3065 growth, OD600 absorbance, 18 h; inhibition, % at 11.9 µM; 0.27% of 330,000 active; AID 449728;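 active = inhibition above the campaign's mean inhibition across all tested compounds plus 3 SD, cut at about 9.9% in these data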;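 note: uninfected addAB+ strain grown without phage in ampicillin broth; 0% = DMSO wells and 100% = ciprofloxacin 0.95 µg/ml wells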
PKA-R1A activ: activators of PKA-R1A complex; P00514+P68181; PKA-R1A dissociation, Cy5-IP20 fluorescence polarization; scaled: DMSO 0%, 113 µM cGMP 100%; activation, % at 11.4 µM; 0.083% of 340,000 active; AID 504707;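 active = percent activation above the mean of all tested compounds plus 3 SD, cut at about 19% in these data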;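 note: higher means more PKAc released from R1A so a rise in polarization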
SUMO Mot1 rescue: inhibitors of SUMOylation pathway: yeast Mot1-301 growth rescue | growth rescue, % at 18.8 µM | S. cerevisiae Mot1-301 growth rescue, ATP luminescence, 38.5C; percent above DMSO median, 100 means doubled | 1% of 320,000 active;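 active = every valid replicate shows activation above 250% relative to neutral control wells; inactive = the rest, any valid replicate at or below 250%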;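 note: OY570 slx delta 5 strain wells were the positive control but not used for scaling; some compounds called inactive have numbers as strong as hits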
HTR5A inv ag: counter-screen for OPRM1-OPRD1 inverse agonists: human HTR5A inverse agonism; AID 504634; HTR5A cell line, luminescence; 0.083% of 340,000 active; inhibition, % at 9.3 µM; in the data active = inhibition mostly above about 23%, no sharp cut-off; inactive = mostly below about 18%;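 note: 0% = cells with DMSO and 100% = no-cell wells with DMSO; some compounds called inactive have numbers as strong as hits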
* = called active by the depositor; x = no result given. Rows were taken by chance (roughly 2.3% active in at least one column).

molecule,Tat export inh,PKA-R2B activ,phage Ecoli inh,HTR5A ag ctr,AddAB inh,DAGLB inh,CDK5 p35 inh,E coli growth,PKA-R1A activ,SUMO Mot1 rescue,HTR5A inv ag
Cc1ccc(NC(=O)CCc2c(C)nn(-c3ccc(N4CCCCC4)nn3)c2C)cc1C,2,2,-2.4,0,2.0,-3,x,-0.7,-3,-9,-1
O=C(NCC1CCCO1)C1CC(=O)N(C2CCCC2)C1 (stereo not given),-8,7,1.5,4,2.0,0,-1.0,-0.1,4,-12,-12
COc1cc(/C=C2/SC(=S)N(CC(=O)Nc3nc4ccccc4s3)C2=O)cc(OC)c1OC,8,3,-1.5,-5,2.8,4,13,-3.0,-4,-3,12
COc1cccc(C(=O)C2CCCN(C(=O)c3cccc(C#CC(C)(C)O)c3)C2)c1 (stereo not given),0,-2,2.4,3,2.0,1,0.0,0.8,7,-11,-7
COc1ccc(-c2cc(-c3n[nH]c(=S)n3-c3cc(OC)ccc3OC)[nH]n2)cc1,2,-5,3.1,-2,-0.3,4,1.8,-1.1,-8,10,6
Cc1ccn2c(Nc3ccccc3)c(-c3ccccn3)nc2c1,-4,-11,-1.7,-5,3.1,2,1.3,0.8,3,-21,23
CCCCNS(=O)(=O)c1ccc(NS(=O)(=O)c2c(C)cc(C)cc2C)cc1,15,-6,2.3,-1,2.0,-2,-1.8,2.4,-3,-18,-8
CCC1(c2ccccc2)NC(=O)N(CC(=O)NC2CCCCCC2)C1=O (stereo not given),-1,-5,1.1,0,0.3,-2,1.5,1.0,-4,-2,0
Cc1nn(-c2ccccc2)c(C)c1NC(=O)COC(=O)CCOc1ccccc1,6,-3,2.6,4,1.0,-1,2.8,1.7,-5,3,-10
Cc1cc(NC(=O)Cn2cnc3c(nnn3-c3cccc(F)c3)c2=O)no1,8,-7,2.8,2,-1.4,-2,-0.3,-2.4,0,4,-6
CCOC(=O)c1c(NC(=O)CNC2CCCc3ccccc32)sc(C(N)=O)c1C (stereo not given),-3,3,2.9,-2,0.9,1,-2.4,0.8,-6,-3,5
O=C(c1cccc(OC2CCN(Cc3ccc(F)cc3Cl)CC2)c1)N1CCCC1,-14,-2,1.5,2,-0.6,-3,1.2,0.3,-6,2,-6
CC(C)NC(=O)NNC(=O)Cn1nnc(-c2cccc(Cl)c2Cl)n1,-4,x,-0.9,x,-0.1,x,1.3,-0.4,x,3,x
COc1ccc(-c2cn(-c3ccccc3)nc2CO)cc1,2,2,-0.6,0,1.4,-1,4.2,-2.0,0,-2,-2
O=C(NC1(C(F)(F)F)NC(=O)N(CC2CCCCC2)C1=O)c1ccco1 (stereo not given),3,4,-0.3,1,2.5,0,-0.3,0.6,-6,9,4
COc1ccc(/C=C/C(=O)NC(=S)Nc2ccc(S(=O)(=O)Nc3nccnc3OC)cc2)cc1,-2,8,1.8,5,3.4,11,0.6,-1.4,7,252,11
CC(=O)Nc1cccc(Oc2cnc3ccccc3n2)c1,-4,-1,1.9,-1,0.7,-5,-0.7,-2.9,7,x,5
COC(=O)C(NNc1ccccc1C)(NC(=O)c1ccc(F)cc1)C(F)(F)F (stereo not given),8,-7,3.4,5,0.2,-1,-0.4,2.8,7,-2,-33
NC(=O)c1cc(N=Nc2c(N)[nH]n(-c3c(Cl)cc(Cl)cc3Cl)c2=O)ccc1Cl,-4,-4,0.8,-3,0.4,9,-1.6,-3.3,-11,19,9
Cc1ccc(-c2nc3ccccc3nc2NN)cc1,-2,-17,1.1,-1,5.5,-12,-4.6,5.6,-5,-16,-7
Brc1ccccc1OCCCCCN1CCOCC1,10,0,3.5,-2,1.7,1,-1.1,0.5,-12,211,6
O=C(COC(=O)CCCN1C(=O)c2ccccc2C1=O)Nc1ncc(Cl)cc1Cl,-3,-9,1.9,4,3.6,0,1.9,-0.2,-5,-1,29
CCOC(=O)C1=C(C)NC2=C(C(=O)C(C(=O)OCC)C(c3ccco3)C2)C1c1ccccn1 (stereo not given),-12,-4,2.5,-2,1.6,1,-0.1,0.5,-6,1,-23
C=CCOc1cccc(/C=C\c2nc(O)c([N+](=O)[O-])c(=O)[nH]2)c1,2,-4,0.4,2,-4.2,8,0.4,-2.4,6,1,-7
Cc1cccc(C(=O)NNC(=O)c2cc3cc4ccccc4nc3s2)c1,-7,-10,2.2,2,0.9,0,0.5,-2.9,-7,-2,-5
Cn1ccnc1SCC(=O)c1ccc(Br)cc1,1,1,-1.3,2,1.6,3,5.4,0.2,-8,38,-8
O=C(Nc1ccc(Br)cc1)C1C2C=CC3(O2)C1C(=O)N(CCN1CCCCC1)C3C(=O)NC1CCCCC1 (stereo not given),-9,-7,0.0,-1,0.9,2,-0.5,-3.3,-2,13,2
Fc1ccccc1/C=N/N1CCN(Cc2ccccc2Cl)CC1,9,2,2.5,1,2.3,-9,-0.3,2.1,-6,20,-5
COc1ccc(S(=O)(=O)N2CCN(Cc3cccc([N+](=O)[O-])c3)CC2)cc1,6,-12,0.4,0,0.1,-3,-0.5,-0.3,-8,-11,-7
CN1C(=O)CC(N2CCN(c3ccccn3)CC2)C1=O (stereo not given),-5,-5,1.5,-2,0.7,2,0.6,-2.2,5,18,3
CCOC(=O)c1c(NC(=O)COC(=O)CNC(=O)c2ccco2)sc(C(C)=O)c1C,-2,14,2.1,4,0.8,-4,0.7,-1.4,-4,143,-9
CC(C)CCN1CCC(CN2C(=O)C(=O)NC[C@@H]2Cc2ccccc2)CC1,-3,2,1.5,4,x,0,0.3,x,2,x,-15
COc1ccc(-c2nc(-c3cccc(C)c3)nc(N3CCN(C)CC3)c2C#N)cc1,-3,-3,1.0,7,2.6,-4,-0.8,-0.4,-5,0,-17
COc1ccccc1NC(=O)CSc1nc2c(sc3ccccc32)c(=O)n1CCN(C)C,-1,-4,4.4,-3,-0.7,-3,-2.1,0.1,-8,159,9
COc1ccc2c(c1)sc(=N)n2C,-7,-5,1.9,0,0.4,-2,-0.7,2.0,6,-13,-8
CCOc1ncccc1C(=O)OCC(=O)Nc1cc(S(=O)(=O)N2CCCCC2)ccc1Cl,-5,-15,0.9,-1,x,-7,-1.9,x,-11,x,-2
CN1CCN(CCCN(Cc2cccs2)C(=S)Nc2ccc(Cl)cc2)CC1,0,-4,3.5,4,2.5,0,-2.4,0.0,-10,-2,-18
Cc1onc(-c2ccccc2)c1C(=O)OCc1nnc(-c2ccccc2)o1,5,-5,2.2,6,1.2,-7,-0.3,0.9,-3,-3,11
NC(=O)c1ccc(NC(=O)c2cncn2-c2ccccc2)cc1,3,-21,1.5,-3,1.7,-2,1.3,0.8,-3,-8,-13
COCCn1c(=NC(=O)c2ccc(S(=O)(=O)N3CCOCC3)cc2)sc2cc(S(N)(=O)=O)ccc21,15,-1,1.5,-1,1.3,8,-0.4,-0.8,-6,552*,26
COc1ccccc1OCC(=O)NNC(=O)c1cnccn1,-8,-6,-4.5,5,-5.3,-6,-1.6,-8.7,0,-14,-15
C/C(=N\N1CCN(C)CC1)c1ccc(Cl)c(Cl)c1,-1,3,-0.6,-2,2.0,0,-0.2,1.5,2,205,6
Cc1nc(CNS(=O)(=O)c2ccc3c(c2)OCCO3)cs1,-1,-5,-0.5,3,-2.1,2,1.7,0.4,-8,-11,0
COc1ccc(CCN(C)C2CCCN(S(=O)(=O)c3ccccc3)C2)cc1OC (stereo not given),0,-3,2.8,3,x,1,-0.9,x,5,56,-12
CCCNC(=O)COC(=O)/C=C/c1ccco1,0,-2,1.3,-8,0.8,0,4.3,0.1,-15,-6,20
CC[C@]12c3[nH]c4ccc(OC)cc4c3CCN1C(=O)C(CC(=O)NCc1cccc(C(F)(F)F)c1)C[C@@H]2C(=O)N1CCN(C(=O)c2ccco2)CC1 (stereo not given in full),5,-9,-2.0,-2,-1.4,3,0.6,0.0,-3,x,9
Cc1nn(CCC(=O)N2CCN(S(=O)(=O)c3ccc(Cl)cc3)CC2)c(C)c1C,3,5,4.1,1,1.8,0,-0.2,-2.1,-2,29,-2
CNC(=O)CCCN1C(=O)c2ccccc2Sc2ncccc21,1,5,1.0,0,-1.0,1,0.0,0.5,5,1,0
COc1ccc(C(=O)Nc2cc(C)c3c(=O)oc4ccccc4c3n2)cc1,8,-11,2.9,5,1.8,-4,1.0,-1.9,-7,38,-15
COc1cc(C2CC(=O)N3CN(Cc4ccccc4)CSC3=C2C#N)ccc1OCc1ccccc1 (stereo not given),-13,8,0.5,2,-3.4,-2,0.3,-2.2,-7,12,-1

More structures follow.
molecule,Tat export inh,PKA-R2B activ,phage Ecoli inh,HTR5A ag ctr,AddAB inh,DAGLB inh,CDK5 p35 inh,E coli growth,PKA-R1A activ,SUMO Mot1 rescue,HTR5A inv ag
CCN1CCN(CCCNC(=O)c2ccc3c(Cl)c4c(nc3c2)CCCC4)CC1,4,0,1.8,-3,0.2,0,-0.6,-3.4,-2,2,11
COc1ccc(C(=O)Nc2nc3ccc(S(C)(=O)=O)cc3s2)cc1OC,0,-6,4.1,0,2.2,-1,-1.8,1.1,-9,-6,0
Cn1c(=O)oc2cc(S(=O)(=O)NCCN3CCN(c4ccccc4F)CC3)ccc21,-9,-8,0.2,0,-1.2,-1,-0.1,-0.4,2,-10,3
CCC(C)n1c(SCC(=O)Nc2ccccc2C(F)(F)F)nc2ccsc2c1=O (stereo not given),6,3,3.0,1,-1.8,-7,-11,0.8,-1,-16,-2
O=C(CSc1ncnc2nc[nH]c12)Nc1nnc(SCc2ccc(Cl)c(Cl)c2)s1,0,-5,3.6,-4,-0.2,10,-1.7,-0.4,-6,-25,-2
COc1ccc(Cl)cc1NC(=O)Cn1c(=O)n2nc(C)nc2c2ccccc21,-2,6,1.8,7,5.0,1,0.4,-0.7,-7,32,-20
Cc1ccc(S(=O)(=O)Oc2ccc(N3C(=O)C4C5CCC(C5)C4C3=O)cc2)cc1 (stereo not given),-2,-7,1.4,2,3.6,-1,-2.3,2.0,5,-23,-5
CC1CCCN(C(=O)CCc2ccccc2)C1 (stereo not given),-1,-6,2.0,2,3.1,-1,-2.8,-0.7,1,-7,-4
O=P(O)(OCc1ccccc1)OCc1ccccc1,5,1,1.5,5,-1.7,-2,-0.7,-1.6,-1,-34,-22
COc1ccccc1-n1c(CNC(=O)c2cccc([N+](=O)[O-])c2C)n[nH]c1=S,-2,-11,4.4,-4,5.7,1,1.3,-0.1,-5,10,14
Clc1ccc(-c2nc(-c3cnccn3)no2)cc1,27,x,0.9,x,3.0,x,-0.6,-1.0,x,-10,x
Cc1ccc(S(=O)(=O)N2CCSC2)cc1C,0,-10,2.5,0,2.0,-3,1.7,0.1,-7,11,29
